# Assay outcomes as filed in PubChem.
# PKM2 activator: activators of human pyruvate kinase M2 | P14618 | AID 1631 | purified PKM2, Kinase-Glo ATP luminescence, activation; response scale: 0% is enzyme alone, no compound | 0.34% of 260,000 active | Potency, µM (highest dose often 57.5 µM), for the others: top-dose activation, actives largely listed as activators; further: potency means the concentration at half of the fitted maximal effect; on the % scale 0 is the no-effect control and ±100 the full control effect; nearly all actives have a fitted effect of over 55% in size
#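 Kinase-Glo luminescence reports ATP generated from ADP (0.1 mM) and PEP (0.5 mM) by purified hPK-M2 after 1 h at room temperature, pH 7.2 imidazole buffer; intermediate enzyme activity allows detecting inhibitors and activators.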
# CXXC DNA block: blocks binding of human MLL CXXC domain to DNA; Q03164; MLL-CXXC / FITC-HOXA9 DNA fluorescence polarization; Potency, µM (doses to about 115 µM), without a hit: at the top dose activity change, negative = inhibition, most hits filed as inhibitors; 0.037% of 290,000 active; active means well fitted inhibition curve with a large enough effect in the polarisation, with a control signal flat, not every such curve was filed as active; inconclusive means small, poorly fitted or top-dose-only effect, or effect the other way, or a change in a side signal; inactive means no such curve, though single readings can be large or run the other way; the % refers to the polarisation; further: potency means the concentration at half of the fitted maximal effect
#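 Steps: dispense CXXC domain solution (7 uM) → pin compounds or unlabeled HOX-A9 DNA control → 5 min ambient → add FLSN-HOX-A9 solution (50 nM) → spin → 30 min ambient → fluorescence polarization. Tris pH 7.5/NaCl/DTT/BSA buffer.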
# Giardia killer: Giardia lamblia killing; activity change, % at 7.66 µM, hits read low; 0.15% of 340,000 active; Giardia lamblia trophozoite viability; in the data active means activity change below about -80%; inconclusive means between about -30% and that limit;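 further: parasites exposed to compound for two days anaerobically before the ATP read; on the % scale 0 is the no-effect control and ±100 the full control effect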
#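 Viability, read as ATP luminescence: trophozoites at 100 cells/well, compound added, 48 hrs anaerobic at 37 deg C, then 15-30 min room-temperature development before reading.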
# USP2a inh: USP2a (human) protease inhibition | O75604 | USP2 core, Ub-CHOP2 coupled fluorogenic reporter, 485/531 | Potency, µM (highest dose often 38.3 µM), inactives show at the highest dose activity change, negative = inhibition, actives largely listed as inhibitors | 0.01% of 330,000 active;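 further: potency means the concentration at half of the fitted maximal effect; plate controls were DMSO wells for no effect and full inhibition by NEM control for full effect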
#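 Cell-free coupled assay: 10nM USP2 core preincubated 30min RT with compound in Tris-HCl pH 8.0/CaCl2/CHAPS buffer, then 25nM Ub-CHOP2 and 25nM reporter substrate; fluorescence (Ex 485/Em 531) read after 60min RT, normalized to NEM inhibition, concentration-response curves fitted.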
# KCNH2 3.1 inh: inhibitors of human KCNH2 3.1 potassium channel isoform. U2OS KCNH2 3.1, thallium flux FluxOr; active compounds read low. activity change, % (tested at about 1.8 µM). 0.95% of 340,000 active. AID 720553;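 active means maximum activity change below -70%; inconclusive means maximum activity change from -70% to -50%; inactive means maximum activity change above -50%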;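 further: thallium influx rate constant from kinetic fluorescence after stimulation buffer; on the % scale 0 is the no-effect control and ±100 the full control effect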
#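 Thallium flux read-out: FluxOr dye with Red40 quencher in HBSS/HEPES, 45 min at RT. Rate constants from kinetic reads were normalized to positive and negative DMSO controls. Cells: U2OS virally expressing the 3.1 isoform.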
# Coupling enz: inhibits coupling enzyme system, counter-screen for aldolase hits; coupling enzyme system counterscreen, AmpLite Red fluorescence; activity change, negative = inhibition, % at 58.2 µM, hits read low; 0.67% of 290,000 active; in the data active means activity change below about -30%; further: on the % scale 0 is the no-effect control and ±100 the full control effect
#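 Fluorescence at 525 nm excitation and 598 nm emission measured inhibition of the coupled detection system without aldolase. Compounds (at 57.5 uM final) were preincubated 10 min at room temperature with coupling enzyme reagent before a 20 min substrate/AmpLite Red step.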
# Menin-MLL TR inh: displaces Texas Red mutant MLL peptide from human menin | O00255 | Menin + Texas Red MLL mutant peptide, fluorescence polarization | Potency, µM (top dose mostly 61.6 µM), for inactives: top-dose FP activity change, negative = inhibition, most hits filed as inhibitors | 0.23% of 270,000 active | AID 1768; active means well fitted inhibition curve with a large enough effect in the polarisation, with a control signal flat, not every such curve was filed as active; inconclusive means small, poorly fitted or top-dose-only effect, or effect the other way, or a change in a side signal; inactive means no such curve, though single readings can be large or run the other way; the % refers to the polarisation; further: potency means the concentration at half of the fitted maximal effect; % of control where 0% means no effect; many of its hits are not listed in these tables
# Target sequence (O00255 whole entry, looked up): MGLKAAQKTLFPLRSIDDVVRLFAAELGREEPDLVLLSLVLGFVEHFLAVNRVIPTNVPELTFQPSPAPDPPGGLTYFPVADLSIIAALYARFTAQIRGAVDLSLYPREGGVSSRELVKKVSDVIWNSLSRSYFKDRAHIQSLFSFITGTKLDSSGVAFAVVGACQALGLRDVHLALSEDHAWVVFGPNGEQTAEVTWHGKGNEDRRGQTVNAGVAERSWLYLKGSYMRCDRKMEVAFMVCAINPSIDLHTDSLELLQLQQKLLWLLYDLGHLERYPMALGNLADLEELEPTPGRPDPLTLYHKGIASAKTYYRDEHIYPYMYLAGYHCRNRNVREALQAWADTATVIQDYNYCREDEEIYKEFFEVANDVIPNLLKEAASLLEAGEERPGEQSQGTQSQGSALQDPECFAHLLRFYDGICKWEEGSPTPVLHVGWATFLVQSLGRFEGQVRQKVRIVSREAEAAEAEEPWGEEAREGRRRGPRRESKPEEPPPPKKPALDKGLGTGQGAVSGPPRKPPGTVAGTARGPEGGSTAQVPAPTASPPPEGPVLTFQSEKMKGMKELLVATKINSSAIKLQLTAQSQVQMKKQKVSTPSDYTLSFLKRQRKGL
# B2AR arrestin: agonists driving beta-arrestin recruitment to human beta2-adrenergic receptor; beta-arrestin recruitment to beta2AR, cell-based reporter; P07550; 0.02% of 330,000 active; Potency, µM (doses to about 46.1 µM), for the others: top-dose activation, most hits filed as activators;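 further: potency means the concentration at half of the fitted maximal effect; 0% = DMSO controls and full agonism = EC100 isoproterenol or metaproterenol; nearly all actives have a fitted effect of over 65% in size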
# Target sequence (P07550 whole entry, looked up): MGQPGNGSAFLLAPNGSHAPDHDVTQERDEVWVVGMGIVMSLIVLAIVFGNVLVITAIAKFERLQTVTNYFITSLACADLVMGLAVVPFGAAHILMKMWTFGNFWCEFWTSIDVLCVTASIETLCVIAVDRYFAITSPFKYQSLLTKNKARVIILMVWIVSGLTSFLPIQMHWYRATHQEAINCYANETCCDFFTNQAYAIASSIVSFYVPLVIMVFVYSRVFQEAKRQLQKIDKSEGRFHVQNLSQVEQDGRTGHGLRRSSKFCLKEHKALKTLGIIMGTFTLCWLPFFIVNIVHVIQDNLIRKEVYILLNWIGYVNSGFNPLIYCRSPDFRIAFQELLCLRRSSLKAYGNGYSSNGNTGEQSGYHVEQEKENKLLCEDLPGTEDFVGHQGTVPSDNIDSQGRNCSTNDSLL
# TRPV1 ag: human TRPV1 agonism; Q8NER1; TRPV1-expressing cells, Fluo-8 calcium influx, agonist mode; activation, % at 8.33 µM; 0.19% of 320,000 active; in the data active means activation above about 80%; inconclusive means between about 30% and that limit; further: 0% is about no effect
#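 Fluo-8 calcium influx in TRPV1-expressing cells, kinetic read (ex 480/em 520 nm). Compound added and read 3 min for agonist activity, followed by capsaicin at EC20 final and 2 min further read for enhancement.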
# KCNH2 WT inh: blocks the wildtype human KCNH2 potassium channel. U2OS, BacMam KCNH2, thallium flux FluxOr; active compounds read low. activity change, % at 1.84 µM. 0.37% of 340,000 active. AID 720551;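 active means maximum activity change below -70%; inconclusive means maximum activity change between -70% and -50%; inactive means maximum activity change above -50%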; further: on the % scale 0 is the no-effect control and ±100 the full control effect
#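 U2OS cells transduced with wild-type KCNH2 virus are loaded with FluxOr dye for 45 min, and thallium flux is measured in kinetic reads before and after stimulation buffer. Rate constants are normalized to DMSO controls.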
# GALK inh: inhibitors of human galactokinase. P51570. Purified GALK, Kinase-Glo residual ATP luminescence. Potency, µM (titrated, usually from 57.5 µM), without a hit: at the highest dose activity change, negative = inhibition, most hits filed as inhibitors. 0.007% of 270,000 active; further: potency means the concentration at half of the fitted maximal effect; on the % scale 0 is the no-effect control and ±100 the full control effect
#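 5 nM enzyme, 35 uM ATP, 100 uM galactose, 20 mM HEPES pH8.0, 5 mM MgCl2; 1 h RT; residual ATP by Kinase-Glo Plus luminescence, qHTS format.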
# An asterisk follows results filed as active; ? = inconclusive; . = not tested or not shown; [ ] = remark or other dose. Unless noted, the call rests on the fitted dose curve; in most records, active means well fitted curve in the direction sought with a large enough effect; inconclusive means small, poorly fitted or top-dose-only effect, or another doubt; inactive means no such curve, though single readings can be large; an effect the other way counts as inactive or inconclusive.
SMILES,PKM2 activator,CXXC DNA block,Giardia killer,USP2a inh,KCNH2 3.1 inh,Coupling enz,Menin-MLL TR inh,B2AR arrestin,TRPV1 ag,KCNH2 WT inh,GALK inh
Cc1ccc2cccc(OC(=O)c3ccc4c(c3)OCCO4)c2n1,-4%,25%,0,0%,6,-7,-3%,0.4%,1,-11,6%
COc1ccc(C(=O)N/C(=C\c2cn(C)c3ccccc23)C(=O)N2CCOCC2)cc1OC,.,1%,14,2%,12,2,-25%,-0.2%,-1,-22,0%
CC(=O)Nc1cc2c(=O)n(Cc3ccccc3)c(C)nc2cc1N1CCOCC1,-1%,16%,-4,1%,-2,1,0%,-0.2%,-2,-12,3%
Fc1cc(Cl)c(OCc2noc(-c3ccsc3)n2)c(Cl)c1,10%,2%,-2,4%,-7,0,.,-0.3%,11,0,-2%
Cc1cccc(C)c1NC(=O)CS(=O)CC(=O)NCCCc1ccccc1 (stereo not given),2%,4%,22,-1%,-33,1,18%,0.0%,6,10,-1%
CCN(CC(=O)Nc1c(F)cccc1F)C(=O)CCCNC(=O)c1ccc(Cl)cc1,.,.,20,2%,4,.,.,3.4%,-5,1,.
CN(C)CCNC(=S)Nc1ccc(Br)cc1,-5%,1%,12,4%,3,-1,-6%,-0.5%,-2,-3,2%
CCOc1ccc(CCNC(=O)CSCC(=O)Nc2cccc(C)c2)cc1OCC,.,.,-7,0%,-5,.,.,0.1%,0,-8,.
CCc1cc2c(SCC(=O)Nc3ccc(Cl)cn3)ncnc2s1,-2%,10%,0,2%,2,0,-1%,?,-1,-3,3%
CC(=O)N1CCN(CC(=O)Nc2ccc([N+](=O)[O-])cc2Br)CC1,.,-1%,4,3%,-29,0,9%,-0.1%,0,21,1%
CC1(c2ccccc2)NC(=O)N(CC(=O)NCc2ccc3c(c2)OCO3)C1=O (stereo not given),3%,1%,-7,1%,-1,0,24%,0.2%,-1,-2,1%
COc1ccc(NC(=O)Cc2ccccc2)cc1,-4%,4%,-16,0%,3,2,-4%,0.2%,13,-13,-3%
CCN(CC)C(=O)c1cnn(-c2ccccc2)c1NC(=O)c1cccc(F)c1,-8%,14%,17,1%,-4,-2,.,-0.3%,-1,5,-3%
COc1ccc(-c2cc(C(=O)Nc3c(C)n(C)n(-c4ccccc4)c3=O)c3ccccc3n2)c(OC)c1,.,-11%,0,1%,11,.,.,0.3%,2,-4,6%
COc1ccc(OC)c(-c2csc(N(C)C(=O)Cc3ccccc3)n2)c1,4%,12%,19,3%,6,-2,-9%,-0.1%,4,5,0%
Cc1ccc(C)c(-n2c(-c3cccnc3)n[nH]c2=S)c1,3%,18%,5,8%,-9,5,-1%,0.0%,-2,8,-1%
CCOCCCNC(=O)C1CCN(S(=O)(=O)CC)CC1,-11%,9%,22,-1%,-10,0,10%,-0.2%,-5,-4,-1%
CC(NC(=S)NCCCN1CCOCC1)C1CC2CCC1C2 (stereo not given),4%,6%,10,10%,24,3,-4%,0.2%,?,9,2%
CC(Sc1nc2cc(Cl)ccc2s1)C(=O)Nc1cccc(S(=O)(=O)N2CCOCC2)c1 (stereo not given),2%,6%,-9,1%,12,-8,-2%,-0.1%,0,-1,-2%
O=C(CCN1C(=O)/C(=C/c2ccccc2Cl)SC1=S)NNC(=O)c1cccnc1,6%,18%,6,1%,20,7,.,2.8%,3,1,-3%
Cc1nn(C)c(C)c1/C=C1/SC(=S)NC1=O,8%,17%,4,2%,-9,-1,-18%,0.2%,0,-9,-3%
OC(COc1ccc2c(c1)OCO2)CN1CCCC1 (stereo not given),11%,5%,?,1%,2,0,7%,0.2%,-1,-2,3%
CC1C(=O)N2CCCc3cc(NS(=O)(=O)c4ccc(F)cc4)cc1c32 (stereo not given),.,.,-28,3%,1,.,.,-2.2%,0,10,.
Cc1ccccc1OCCC(=O)Nc1cc(S(=O)(=O)N2CCOCC2)ccc1OC(C)C,-1%,-19%,23,-1%,-10,.,.,-0.5%,6,2,-10%
COc1ccc(CCNS(=O)(=O)c2ccc3c(c2)oc(=O)n3C)cc1OC,-3%,-6%,-20,2%,13,1,-3%,-0.6%,-2,1,0%
COc1ccc(-c2cccc(-c3cc(=O)oc4cc(OC)cc(OC)c34)c2)cc1,.,.,7,0%,?,.,.,-0.2%,.,5,.
COC(=O)N/N=C/c1ccc(-c2cc(Cl)cc(Cl)c2)o1,9%,33%[activator],-4,-2%,-9,0,-18%,0.0%,4,-19,-1%
COc1ccc2nc(-c3ccccc3)cc(OC)c2c1,1%,-6%,0,0%,0,-2,35%[activator],-0.3%,6,-2,0%
CCOC(=O)c1c(NC(=O)c2ccoc2C)sc2c1CCC2,-1%,-6%,-2,-1%,3,3,?,-0.1%,1,7,0%
NC(=O)C1(N2CCCCC2)CCN(C(=S)Nc2ccc(F)cc2)CC1,-2%,3%,-4,3%,11,3,6%,0.5%,-2,-2,2%
CC(C)CN(C(=O)CSc1nc2ccccc2[nH]1)C1CCS(=O)(=O)C1 (stereo not given),.,.,2,1%,0,.,.,0.3%,.,-11,.
CCOc1ccc(NC(=O)c2ccc(CN3CCc4ccccc4C3)cc2)cc1,4%,22%,-16,-1%,?,1,32%[activator],-0.1%,6,37,1%
O=C(NNC(=O)c1ccc2ccccc2c1)Nc1ccc(F)cc1,-1%,0%,16,-1%,-4,2,-30%,-1.0%,0,9,0%
Cc1cc(NC(=O)CCN2C(=O)c3ccccc3C2=O)no1,-9%,-5%,-1,2%,9,-4,-18%,-0.1%,-1,2,-2%
NC(=O)c1ccccc1NC(=O)CSc1nc2ccccc2c(=O)[nH]1,4%,-4%,-15,3%,-4,.,.,-0.4%,1,-8,6%
Cc1cc(-c2nnc(CSc3nnc(NC(=O)c4ccc(C(C)(C)C)cc4)s3)o2)ccc1[N+](=O)[O-],-3%,-1%,?,1%,-11,2,.,-0.9%,-3,4,4%
Cc1ccccc1NS(=O)(=O)c1nnc(NC(=O)c2ccc(Br)cc2)s1,.,0%,-11,-2%,-2,.,.,-0.9%,1,1,6%
CCCc1cc(=O)oc2cc(C)cc(OC(C)C(=O)NCCCN3CCOCC3)c12 (stereo not given),.,-8%,-5,2%,14,-1,-9%,3.0%,7,3,2%
CC(C)CNC(=S)NNC(=O)c1ccco1,-16%,1%,-19,1%,4,0,-4%,-0.1%,1,15,-2%
O=C(O)CSCC(=O)N1CCCN(c2nc3ccc(Cl)cc3s2)CC1,5%,-2%,-6,4%,-22,-2,.,-0.7%,3,-1,0%
CC(C)On1c(SCC(=O)N(C)C)nc2ccccc2c1=O,-1%,-1%,3,3%,-14,0,.,0.3%,4,-9,0%
CCn1c(C)nc2c(C)[n+](CC(=O)c3ccc(Br)cc3)ccc21,0%,4%,18,1%,14,0,-1%,0.1%,-4,-2,12%
Cn1cccc1C(=O)NC(=O)COC(=O)CCNS(=O)(=O)c1ccc(Cl)cc1,.,.,19,4%,-2,.,.,-0.8%,.,7,.
CC(C)C(=O)Nc1oc(-c2ccccc2)cc1C#N,-13%,1%,5,1%,-11,1,5%,-0.9%,28,-5,-3%
CCOC(=O)c1c(CN(CC)CC)n(-c2ccccc2)c2ccc(O)cc12,.,5%,-24,-3%,-33,0,?,-0.1%,?,8,5%
O=C(COc1nsnc1N1CCOCC1)Nc1ccc(Cl)cc1,-7%,-1%,13,2%,14,-1,25%,0.0%,-3,-3,2%
CCOC(=O)C1CCN(C(=O)c2ccc3c(c2)S(=O)(=O)c2ccccc2C3=O)CC1,.,-5%,-7,0%,-1,1,.,-0.8%,-3,7,2%
CCC(=O)Nc1ccc(/C(C)=N\NC(=O)c2ccc(OC)cc2)cc1,1%,12%,-11,3%,12,0,10%,-1.1%,1,3,2%
Cc1nc2ncnn2c(C)c1CCC(=O)Nc1ccc(S(=O)(=O)N2CCCCCC2)cc1,13%,1%,0,1%,5,2,.,0.3%,.,6,-3%
Cc1ccc2cc(CCNC(=O)C(C)C)c(=O)[nH]c2c1,2%,-4%,?,-1%,6,1,3%,-1.5%,-2,-5,-2%
CC1CC(C)CN(C(=O)CSC2=Nc3ccccc3C3=NC(Cc4c[nH]c5ccccc45)C(=O)N23)C1 (stereo not given),-7%,19%,-19,4%,.,1,-8%,-0.2%,0,2,0%
Cc1cc(C)c(OCC(O)CNC(C)(C)C)c(C)c1 (stereo not given),1%,-3%,-1,0%,7,1,-2%,-0.7%,-5,0,-2%

# These rows are one share of the data, so the mix of outcomes need not match the whole.
